mHtt clearance = clearance of mutant huntingtin inclusions, primary screen, imaging, HeLa Exon1htt(103Q)mCFP, confocal imaging | aggregate imaging; zero = plate's median compound well | inhibition, % at 1.5 µM | 0.42% of 47,000 active;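 active means inhibition of aggregate fluorescence above about 70%, also judged a hit by eye on the cell image, limit read from the data, passing the limit was not always enough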;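 further: cells exposed to compound for three days before fixation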
mHtt clearance grain fraction = recorded beside mHtt clearance, whose call it bears; fraction fluorescence in grains; measured here: aggregate grain fluorescence fraction; stronger effect = lower value;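 scaled fraction of total cell fluorescence in grains with unit not stated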
* = called active by the depositor. Only part of the results is shown, so the mix of outcomes need not match the whole.

SMILES	mHtt clearance	mHtt clearance grain fraction
CC(=O)N1CCN(c2ccc(NCc3ccc4c(c3)OCO4)cc2)CC1	16	15
OC(c1cccnc1)c1cccs1 (stereo not given)	22	27
CCOC(=O)/C(C#N)=C1/SC(CC)C(=O)N1c1ccc(C)cc1 (stereo not given)	-58	33
CCn1c(SCC(N)=O)nnc1-c1ccc(S(=O)(=O)N2CCN(C)CC2)cc1	-6	21
O=C(Nc1ccc(SC(F)F)cc1)C1=COCCO1	-28	24
COCC(=O)Nc1sc2c(c1C(=O)OC)CCC(C)C2 (stereo not given)	32	13
Cc1ccc(CNc2oc(-c3cccs3)nc2C#N)cc1	-68	31
CCn1c(C)nc2cc(C(=O)OC(C(F)(F)C(F)F)C(F)(F)C(F)F)ccc21	-47	55
O=C(CCC(=O)OCC(=O)c1ccc(-c2ccccc2)cc1)Nc1cccc2cccnc12	37	19
Cc1ccc2nc3sc(C(=O)NCc4ccco4)c(N)c3cc2c1	-12	22
Cc1noc(C)c1COC(=O)c1ccccc1Oc1ccccc1	70	5.8
O=c1cc(CSc2ccc(Cl)cc2)nc(N2CCOCC2)[nH]1	-11	45
CCOC(=O)c1c(C)oc2c(CN3CCN(C)CC3)c(Br)c(OC)c(O)c12	2	41
COCCNC(=O)C(c1ccco1)N(C(=O)Cn1nnc2ccccc21)c1ccc(C)cc1C (stereo not given)	-46	27
COC(=O)c1ccccc1S(=O)(=O)Nc1ccc2cn[nH]c2c1	8	34

Record cards, from the list above:
`CC(=O)N1CCN(c2ccc(NCc3ccc4c(c3)OCO4)cc2)CC1` reads mHtt clearance: 16; mHtt clearance grain fraction: 15
`Cc1noc(C)c1COC(=O)c1ccccc1Oc1ccccc1` reads mHtt clearance: 70; mHtt clearance grain fraction: 5.8

Carrying on.
SMILES	mHtt clearance	mHtt clearance grain fraction
O=C(NCCC1=CCCCC1)c1cnc2n(c1=O)CCS2	-45	30
CCC(C)[C@H](NC(=O)Nc1ccc2c(c1)OCCO2)C(=O)O (stereo not given in full)	42	23
CCOc1ccc(N(CC(=O)NC2CCCCC2)C(=O)CSc2nnc(COc3ccccc3)o2)cc1	9	17
O=C(CSc1nnc(-c2ccc(Br)cc2)n1C1CCCCC1)N1CCCC1	-99	39
O=C(Nc1cc(C(F)(F)F)ccc1N1CCCCC1)c1ccc(Br)o1	52	21
CC(C)c1ccc(OCc2ccc(C(=O)N3CCN(c4ccccn4)CC3)cc2)cc1	6	19
O=C(Nc1ccc2oc(-c3ccccc3F)nc2c1)c1ccc2c(c1)OCCO2	-39	50
Cc1cc(N2CCOCC2)c2c(N)c(C)cc(C)c2n1	23	14
Cc1nc(CNS(=O)(=O)c2cccc(F)c2)cs1	38	12
COCCCNCCOCCOc1c(OC)cccc1OC	1	39
Brc1ccccc1-c1nc(-c2ccccc2)no1	-24	21
CCOCCN(C=O)c1cccc(OC)c1	-24	45
Cc1sc2nc(CN(C(=O)NC3CCCCC3)C3CCCCC3)[nH]c(=O)c2c1C	39	12
N/C(=N\c1nc2c(c(=O)[nH]1)CCC2)Nc1cccc2ccccc12	-30	51
CCn1c(=O)cc(SCC(=O)N2CCN(C3CCCCC3)CC2)c2ccccc21	-87	33
CN1CCN(CC(=O)N2c3ccccc3C(C)(c3ccccc3)CC2(C)C)CC1 (stereo not given)	70	5.6
COc1ccccc1-n1c(C)nnc1SCC(=O)Nc1cc(C)cc(C)c1	48	12
CCOC(=O)C1=C(N)Oc2ccc3ccccc3c2C1c1cccnc1 (stereo not given)	-49	27
O=c1c2c3c(sc2nc2n1CCCC2)CCCC3	-167	51
CCOc1ccccc1C(=O)Nc1nncs1	5	28
N#Cc1sc2nc(-c3ccccc3)cc(-c3ccco3)c2c1N	38	21
COc1ccccc1Nc1nc(N)nc(CSCCO)n1	37	12
O=C(CSCc1ccc(F)cc1)NC1CCCC1	-7	20
O=C(CSc1nnc(CN2CCOCC2)n1-c1ccc(Cl)cc1)Nc1ccc2c(c1)OCO2	8	22
COc1cccc(-c2nc(-c3ccccc3)no2)c1	-46	26
COc1ccc2cc(S(=O)(=O)N3CCN(C)CC3)ccc2c1	-84	32
CC(C)CC(NC(=O)c1ccco1)C(=O)Nc1ccc2c(c1)OCCO2 (stereo not given)	23	27
CC(C)(C)C(=O)Nc1nnc(CSCc2ccccc2F)s1	-9	23
COc1cccc(Nc2cc(N3CCOCC3)c3nonc3c2[N+](=O)[O-])c1	-27	45
Cc1ccc(C(CC(=O)N2CCCC2)c2ccccc2)c(O)c1C (stereo not given)	20	28
CCOC(=O)c1oc2ccccc2c1NC(=O)COc1ccc(F)cc1	-69	32
O=C(NCCCN1CCN(c2cccc(Cl)c2)CC1)c1cccc(N2CCCC2=O)c1	37	14
O=C(COC(=O)c1cccs1)c1ccc2ccccc2c1	46	10
COc1ccccc1C(=O)CSc1n[nH]c(N)n1	-19	47
Cc1cc(Cl)c(S(=O)(=O)N/N=C/c2ccc3c(c2)OCO3)c(Cl)c1	-2	31
O=C(NCc1cccnc1)c1ccc(Cl)c(Cl)c1	20	14
CCOC(=O)C1=C(CSc2nnnn2C)N(C)C(=O)NC1c1ccccc1 (stereo not given)	-50	28
CCCS(=O)(=O)N1CCCC(C(=O)NCCCOC(C)C)C1 (stereo not given)	6	20
COc1ccc(-n2c(C)nc(=O)c(-c3ccccc3)c2C)cc1	46	9.9
Cc1cccc(Oc2ccc(C(=O)NC3CCSC3=O)cn2)c1C (stereo not given)	5	30
CCCc1[nH][nH]c(=O)c1C(c1ccccc1)C(C#N)C#N (stereo not given)	9	18
C=CCNC(=O)C(C)N1C(=O)c2ccccc2C1=O (stereo not given)	-8	19
N#C/C(=C\c1ccc[nH]1)C(=O)NC1CC1	-29	41
COCCCNc1ncnc2c1cnn2-c1ccc(C)cc1C	-4	18
COc1cc(C)c(Br)cc1S(=O)(=O)N1CCOCC1	-37	28
Nc1c(S(=O)(=O)c2cccs2)c2nc3ccccc3nc2n1Cc1cccs1	10	36
O=C(Oc1cccc2c(OC(=O)N3CCOCC3)cccc12)N1CCOCC1	11	17
CC(C)(C)c1ccc(OCCON2C(=O)CCC2=O)c(Cl)c1	18	19
O=C(O)c1ccc(NS(=O)(=O)c2cccc3cccnc23)cc1	-29	58
CCCn1nc(Oc2nc(SC)nc(N(C)C)n2)ccc1=O	-13	43
COc1ccc(CCNC(=O)C2CCN(S(=O)(=O)N3CCCCC3)CC2)cc1OC	-13	48
CCN(CC)Cc1cc(C(C)=O)ccc1OCC(C)C	0	34
Cc1cnc(NC(=O)CSc2ncc(-c3ccccc3)n2Cc2ccco2)s1	-30	53
Cc1[nH]n(C(C)(C)C)c(=O)c1Sc1ccc(Cl)cc1	45	19
CCS(=O)(=O)N1CCN(C(=O)c2cccnc2)CC1	13	33
COc1ccc2c(c1)nc(N)n2Cc1ccccc1	25	28
CCCC(C(=O)c1ccccc1)n1cncn1 (stereo not given)	-18	38
Cc1ccc(S(=O)(=O)c2c(C)nn(C(C)(C)C)c2OC(=O)C2CCCC2)cc1	19	29
COc1ccc(-n2nnnc2SCC#CCO)cc1	-1	44
Cc1ccc2cc(-c3noc(C(C)(C)C)n3)c(=O)[nH]c2c1	-29	46

Some of the entries above in a different format.
mHtt clearance | mHtt clearance grain fraction | mol
-4 | 18 | COCCCNc1ncnc2c1cnn2-c1ccc(C)cc1C
-37 | 28 | COc1cc(C)c(Br)cc1S(=O)(=O)N1CCOCC1
10 | 36 | Nc1c(S(=O)(=O)c2cccs2)c2nc3ccccc3nc2n1Cc1cccs1
11 | 17 | O=C(Oc1cccc2c(OC(=O)N3CCOCC3)cccc12)N1CCOCC1
18 | 19 | CC(C)(C)c1ccc(OCCON2C(=O)CCC2=O)c(Cl)c1
-29 | 58 | O=C(O)c1ccc(NS(=O)(=O)c2cccc3cccnc23)cc1
-13 | 43 | CCCn1nc(Oc2nc(SC)nc(N(C)C)n2)ccc1=O
-13 | 48 | COc1ccc(CCNC(=O)C2CCN(S(=O)(=O)N3CCCCC3)CC2)cc1OC
0 | 34 | CCN(CC)Cc1cc(C(C)=O)ccc1OCC(C)C
-30 | 53 | Cc1cnc(NC(=O)CSc2ncc(-c3ccccc3)n2Cc2ccco2)s1
45 | 19 | Cc1[nH]n(C(C)(C)C)c(=O)c1Sc1ccc(Cl)cc1
13 | 33 | CCS(=O)(=O)N1CCN(C(=O)c2cccnc2)CC1
25 | 28 | COc1ccc2c(c1)nc(N)n2Cc1ccccc1
-18 | 38 | CCCC(C(=O)c1ccccc1)n1cncn1 (stereo not given)
19 | 29 | Cc1ccc(S(=O)(=O)c2c(C)nn(C(C)(C)C)c2OC(=O)C2CCCC2)cc1
-1 | 44 | COc1ccc(-n2nnnc2SCC#CCO)cc1
-29 | 46 | Cc1ccc2cc(-c3noc(C(C)(C)C)n3)c(=O)[nH]c2c1

(cont.)
SMILES	mHtt clearance	mHtt clearance grain fraction
CCCN(CCC)S(=O)(=O)c1ccc(C(=O)Nc2ccc(OCC(=O)N3CCOCC3)cc2)cc1	-46	35
CCOc1cc(C#N)c(NC(=O)Cn2nnc3ccccc32)cc1OCC	-20	41
CC/C(=C\C(=O)c1ccncc1)Nc1ccc(O)cc1	-24	26
COC(=O)Nc1ccc(S(=O)(=O)N2CCCC(C(=O)Nc3cccnc3)C2)cc1 (stereo not given)	4	19
COc1cccc(-n2nnc3c(=O)n(CC(=O)N4CCC(C)CC4)cnc32)c1	-21	24
CCCC(=O)N1c2ccccc2C(N(C(C)=O)c2ccccc2)CC1C (stereo not given)	15	33
Cc1ccc(Cl)cc1N1CCN(C(=O)Cc2cn(C)c3ccccc23)CC1	-4	22
O=C(O)c1cccc(-c2nnn(Cc3ccccc3)n2)c1	29	14
COc1ccc(CCSc2nnc(C3CCCCC3)n2N)cc1	33	25
CCn1c(CNc2ccc(F)cc2)nnc1SCC(=O)N1CCCc2ccccc21	-13	42
Cc1ccc(NC(=O)C2CCN(C(=O)NC3CCCCC3)CC2)c(C)c1	62	7
Cc1cc(C)cc(-n2nnc(C(=O)NCc3ccccc3)c2N)c1	-23	42
Cc1ccc(C(=O)n2nc(-c3cccnc3)nc2N)cc1	46	20
Cn1c(=O)[nH]c(=O)c2c1nc(Br)n2CC(O)COCc1ccccc1 (stereo not given)	-9	38
O=S(=O)(O/N=C1\CCCc2ccccc21)c1ccc(Cl)cc1	32	21
CCOC(=O)c1ccc(-n2nc(C(F)(F)F)c3c(C)cc(=O)oc32)cc1	56	8.4
Cc1cc(C)cc(N2C(=O)C3CC=CCC3C2=O)c1 (stereo not given)	40	12
O=C(CCn1c(=O)[nH]c2ccsc2c1=O)N1CC(=O)N(CCc2ccccc2)C(=O)C1	28	24
CCOc1ccc(C2Sc3ccccc3NC3=C2C(=O)OC3)cc1 (stereo not given)	-14	43
O=P(O)(c1ccc(Cl)cc1)c1ccc(Cl)cc1	-80	62
O=C(Nc1ccc2c(c1)oc1ccccc12)c1ccc(Br)o1	-8	43
CNC(=O)c1ccc(-c2ccc(F)cc2)s1	0	21
COC(=O)C1=C(C(=O)OC)C(c2cc(Cl)ccc2O)c2sc(=O)[nH]c2S1 (stereo not given)	65	7.7
S=C(NN=C(C1CC1)C1CC1)Nc1ccccc1	-3	20
Nc1nnc(SC2CC(=O)N(c3ccccc3)C2=O)s1 (stereo not given)	-6	19
Cc1cc(C(=O)CSc2nnc(-c3ccc(Cl)cc3)n2C)c(C)n1CC1CCCO1 (stereo not given)	-31	53
CCc1cc2cc(C(=O)N3CCN(c4ccccc4)CC3)sc2s1	-12	22
O=S(=O)(/N=S1/CC=CCN1S(=O)(=O)c1ccccc1)c1ccccc1 (stereo not given)	22	16
CCc1ccccc1N1C(=O)c2cccc3c(N4CCOCC4)c([N+](=O)[O-])cc(c23)C1=O	-45	56
N#Cc1cc2c(nc1SCc1ccncc1)CCC2	2	16
CC(C)C(NC(=O)c1ccccc1)c1nnc(SCC(=O)Nc2nccs2)n1C (stereo not given)	-3	41
CC1CCN(S(=O)(=O)c2cccc(C(=O)Nc3nccs3)c2)CC1	-7	21
CCOC(=O)c1c(C)[nH]c(C(=O)Cn2c(=O)c3c(ncn3CC)n(Cc3ccccc3)c2=O)c1C	50	9.2
CC(C)C(=O)Nc1cccc2nsnc12	15	34
COC(=O)C1=C(C)Nc2nnnn2C1c1cccs1 (stereo not given)	-44	27
CCC(C)NS(=O)(=O)c1ccc(S(=O)(=O)N(CC(=O)Nc2ccccc2)Cc2ccco2)cc1 (stereo not given)	0	20
Cc1nc2ccc(NC(=O)c3ccc(F)c(S(=O)(=O)N4CCOCC4)c3)cc2s1	-27	54
Cc1cc[n+](-c2nc3ccccc3nc2C(=C=[N-])C#N)cc1	-14	45
CCOC(=O)CC(=O)CSc1ccc2nnc(-c3ccc(F)cc3)n2n1	-14	42
Cc1ccc(CCNC(=O)C23CN(Cc4ccccc4)CC2C(c2ccc([N+](=O)[O-])cc2)=NO3)cc1 (stereo not given)	33	26
Cn1c(SCc2ccc(C#N)cc2)nnc1-c1ccccc1	43	12
Cc1nnc(SCc2nc(N)nc(Nc3ccccc3)n2)s1	8	40
CCn1nnc(NC(=O)c2cccnc2Cl)n1	-37	52
COc1ccc([N+](=O)[O-])cc1COc1ccc2c(-c3ccccc3)cc(=O)oc2c1	-36	42
CCOC(=O)c1sc(NC(=O)CSc2nnnn2-c2ccccc2)c(C(=O)OCC)c1C	4	37
CCCCCn1c(=O)[nH]c2cc(C(=O)NCc3ccc4c(c3)OCO4)ccc2c1=O	24	26
CCc1ccccc1-n1cnc2cc(C(=O)O)ccc21	-29	45
COc1ccc2cnn(-c3ccccc3)c(=O)c2c1OC	-46	28
CCSc1oc(-c2ccccc2)nc1S(=O)(=O)c1ccccc1	-7	19
CCOc1cc2[nH]c(=O)n(Cc3cccc(OC)c3)c(=O)c2cc1OCC	-2	31
CCn1cc(C2=NCC(C)O2)c2ccccc21 (stereo not given)	1	16
Cc1c(/C(O)=C2\C(=O)C(=O)N(CCN(C)C)C2c2cccs2)cnn1-c1ccccc1 (stereo not given)	-8	44
Cc1ccc(P(=O)(O)c2ccc(C)cc2)cc1	30	26
CCCn1c(SCC(=O)Nc2sc(C)c(C)c2C(=O)OCC)nc2c1c(=O)n(C)c(=O)n2C	-1	35
CC1CCN(S(=O)(=O)c2ccc3c(c2)c(=O)c(C(=O)N2CCCCC2)cn3C)CC1	5	18
CS(=O)(=O)Nc1ccc(Cc2ccc(NS(C)(=O)=O)cc2)cc1	-55	30

Screening data deposited in PubChem by Columbia University Molecular Screening Center.
